NPY Y1 blocker = NPY-Y1 receptor antagonists, primary screen, cell-based. Neuropeptide Y receptor type 1 (Homo sapiens), P25929. HEK293-CNG Y1 cells, membrane potential fluorescence; NPY at EC95, then isoproterenol. inhibition, % at 3.6 µM. 200,000 compounds, 1% hits;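 active = inhibition above the campaign mean inhibition of all tested compounds plus 3 SD, cut at about 20% in these data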;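 also: 0% = DMSO wells given NPY plus isoproterenol and 100% = isoproterenol alone without NPY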
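Test system: HEK293 cells co-expressing NPY Y1 receptor and cyclic-nucleotide gated channel; Also added: NPY (25 nM), isoproterenol (1 µM), Ro 20-1724 (25 µM); Compound dosing: one concentration, 3.6 µM, in 0.4% DMSO; Timing: dye 3 h, compound 60 min room temperature, stimulation 45 min; Technique: Membrane-potential fluorescent dye readout.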
S1P4 antag = S1P4 receptor antagonists, primary screen, cell-based. Sphingosine 1-phosphate receptor 4 (Homo sapiens), O95977. inhibition, % at 4.98 µM. S1P4-expressing cells, antagonist mode, reporter read-out. 220,000 compounds, 0.26% hits; in the data active = inhibition above about 29%;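 also: 0% = wells stimulated with agonist and 100% = vehicle wells without agonist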
Target sequence (O95977 whole entry, looked up): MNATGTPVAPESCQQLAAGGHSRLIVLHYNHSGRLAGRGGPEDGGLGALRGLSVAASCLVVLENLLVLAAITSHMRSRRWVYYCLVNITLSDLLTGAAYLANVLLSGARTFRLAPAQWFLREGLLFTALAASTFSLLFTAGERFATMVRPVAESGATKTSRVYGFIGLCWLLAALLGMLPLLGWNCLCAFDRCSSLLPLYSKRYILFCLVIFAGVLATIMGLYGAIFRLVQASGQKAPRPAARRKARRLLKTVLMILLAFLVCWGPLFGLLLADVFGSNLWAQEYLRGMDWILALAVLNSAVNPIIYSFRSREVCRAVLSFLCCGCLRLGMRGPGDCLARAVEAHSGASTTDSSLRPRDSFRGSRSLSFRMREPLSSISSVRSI
p47phox inh = p47phox/p22phox peptide binding inhibitors, primary screen, biochemical, uHTS, NADPH oxidase regulatory subunit | Neutrophil cytosol factor 1 (Homo sapiens), P14598 | fluorescence polarization, 2 h | inhibition, % at 24.7 µM | 220,000 compounds, 0.53% hits | AID 1274, 2008;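 active = inhibition above about 30%, limit read from the data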;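 also: 0% = p47phox with labelled peptide and 100% = labelled peptide alone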
CHOP inhibitor = inhibitors of CHOP promoter induction, primary screen, cell-based, unfolded protein response, luciferase reporter; CHO-K1 CHOP-promoter luciferase, tunicamycin-induced, 15-18 h; inhibition, % at 10 µM; 220,000 compounds, 3.8% hits;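 active = compounds that reduced the stress-induced luciferase reporter signal by more than about 70% of percent inhibition, limit read from the data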;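 also: 0% = tunicamycin plus vehicle and 100% = wells without tunicamycin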
Ba/F3 V617F tox = reduced viability of JAK2V617F-dependent Ba/F3 cells, primary screen, JAK2V617F inhibitor project, cell-based, Ba/F3 EpoR-JAK2V617F, luminescence; ATP luminescence; inhibition, % at 5.6 µM; 220,000 compounds, 1.1% hits; AID 1446, 2008;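 active = inhibition above the campaign mean plus 3 SD over all tested compounds, cut at about 24% in these data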;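 also: cytokine-independent growth of Ba/F3 cells driven by EpoR plus mutant JAK2; 0% = DMSO-treated cells and 100% = JAK inhibitor I control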
NPY1 pot ag = NPY-Y1 receptor potentiators or agonists, primary screen, cell-based; AID 1304, 2008; NPY-Y1 expressing cells, potentiator/agonist activation; activation, % at 3.6 µM; 220,000 compounds, 0.37% hits; in the data active = activation above about 33%, passing the limit was not always enough;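 also: cells stimulated with NPY at EC10 then isoproterenol at EC100; 0% = low agonist plus stimulus and 100% = saturating agonist plus stimulus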
NPY2 pot ag = NPY-Y2 potentiators or agonists, primary screen, cell-based. cells expressing NPY-Y2, potentiator/agonist read-out. activation, % at 3.6 µM. 220,000 compounds, 0.45% hits. AID 1359, 2008; in the data active = activation above about 27%;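 also: cells stimulated with NPY near EC25 plus isoproterenol at EC100; 0% = vehicle plus submaximal agonist and 100% = vehicle plus saturating agonist; some results beyond the cut were filed as inactive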
Target sequence (P49146 whole entry, looked up): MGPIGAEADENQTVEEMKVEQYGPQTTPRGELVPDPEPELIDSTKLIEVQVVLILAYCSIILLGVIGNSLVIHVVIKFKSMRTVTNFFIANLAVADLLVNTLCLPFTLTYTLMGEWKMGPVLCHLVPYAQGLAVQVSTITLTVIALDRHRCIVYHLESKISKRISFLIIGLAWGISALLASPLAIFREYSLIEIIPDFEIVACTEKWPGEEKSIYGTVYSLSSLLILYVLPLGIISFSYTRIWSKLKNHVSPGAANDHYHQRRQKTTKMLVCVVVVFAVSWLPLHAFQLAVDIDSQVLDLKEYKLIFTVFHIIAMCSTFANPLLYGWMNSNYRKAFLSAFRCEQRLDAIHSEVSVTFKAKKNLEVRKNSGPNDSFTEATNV
BaF3 parental = parental Ba/F3 cell viability inhibition, counter-screen for JAK2V617F inhibitor project, murine pro-B, CellTiter-Glo luminescence; CellTiter-Glo ATP luminescence; inhibition, % at 5.6 µM; 220,000 compounds, 1.1% hits;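 active = inhibition above a per-campaign cutoff, the mean inhibition of all tested compounds plus 3 SD, cut at about 27% in these data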;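 also: 0% = DMSO wells and 100% = JAK Inhibitor I control wells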
S1P4 agonist = S1P4 receptor agonists, primary screen, cell-based. Sphingosine 1-phosphate receptor 4 (Homo sapiens), O95977. S1P4-expressing cell line, agonist reporter assay. activation, % at 4.98 µM. 220,000 compounds, 0.35% hits; in the data active = activation above about 11%;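 also: 0% = DMSO vehicle and 100% = reference agonist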
The depositor's hits bear a star; · = no result given.

SMILES	NPY Y1 blocker	S1P4 antag	p47phox inh	CHOP inhibitor	Ba/F3 V617F tox	NPY1 pot ag	NPY2 pot ag	BaF3 parental	S1P4 agonist
Cc1ccc(NC(=O)COC(=O)c2cc(Cl)ccc2[N+](=O)[O-])cc1	5.9	-11.4	-1.0	31.5	-2.8	-6.6	6.2	-1.4	0.6
CCC(=O)Nc1ccc2nc(C)n(Cc3ccccc3Cl)c(=O)c2c1	2.0	-3.9	-4.1	-4.3	-0.4	-19.6	-0.7	2.5	1.2
CC(=O)Nc1cccc(C(=O)/C=C/c2ccc(C)cc2)c1	1.6	45.1*	-19.8	-39.0	3.2	-21.6	-4.1	8.8	1.2
CCOc1ccc(NC(=O)COc2ccc(OC)cc2)cc1	11.3	-10.0	6.7	11.9	3.3	0.4	-9.4	2.5	0.6
S=C(Nc1ccc(Nc2ccccc2)cc1)NN1CCOCC1	·	6.9	-14.9	4.3	-2.0	4.5	4.3	-3.0	-2.1
COc1ccccc1CNC(=O)CCCn1c(=O)c2ccccc2n(CC(=O)NC2CCCC2)c1=O	3.5	-20.4	-8.8	-3.3	-0.7	-7.2	2.7	5.5	1.9
Cc1cc(/C=C(\C#N)C(=O)NCc2ccco2)c(C)n1-c1ccc(C(=O)O)cc1	2.8	-20.6	-6.4	1.7	-0.5	1.9	2.3	4.6	1.9
Cc1ccc(CN(C)C(=O)c2ccc3c(c2)NC(=O)CS3)o1	·	-5.8	-17.1	11.3	1.6	7.7	13.8	-1.9	0.1
Cc1ccc(CCNC(=O)CS(=O)Cc2nc(-c3cccs3)oc2C)cc1 (stereo not given)	·	6.9	-12.2	15.2	-3.0	-7.3	-2.7	-1.1	-0.6
CSCCC(NS(=O)(=O)c1cccs1)C(=O)NCc1ccc(C)cc1 (stereo not given)	0.9	-6.8	-3.2	2.4	2.4	-8.7	2.9	4.5	-0.5
CCOc1ccc(-c2cn3ccccc3n2)cc1[N+](=O)[O-]	11.3	-19.4	-14.0	-82.2	3.1	-40.4	3.3	10.5	-2.2
COc1ccc2cnnc(SCC(=O)Nc3ccccc3)c2c1OC	-6.7	-24.3	-12.3	-10.0	-4.3	-19.3	-1.1	-1.5	1.2
CCOC(=O)c1c(-c2cccs2)csc1NC(=O)c1ccncc1	-4.6	6.6	-3.5	53.4	-0.7	5.3	6.1	2.4	-2.1
O=C(COc1ccc2ccccc2c1)NNC(=O)c1ccc([N+](=O)[O-])cc1	5.6	-9.0	-15.4	14.6	-1.0	-2.6	-2.7	4.6	0.7
O=C(NC1(C(F)(F)F)N=C2SCCN2C1=O)c1ccccc1 (stereo not given)	-1.2	-9.6	4.6	-8.8	-1.3	-4.0	-5.4	1.0	1.9
C=CCNC(=S)NNC(=O)c1ccc(OCC(C)C)cc1	-4.0	5.6	-12.7	42.4	-3.0	5.5	-3.1	1.8	3.1
CCOc1ccc(CNC(=S)N/N=C/c2ccc(OC)c(OC)c2)cc1	9.7	-18.1	-25.5	4.5	-5.0	-37.2	-11.5	5.2	2.0
CCCc1cc(O)c2c(C)cc(=O)oc2c1	1.6	1.7	9.2	5.4	1.0	-19.4	12.7	3.7	-1.1
Cc1ccccc1-c1noc(C23CC4CC(CC(C4)C2)C3)n1	1.7	-8.6	2.5	-8.3	1.0	-19.6	-5.9	4.2	4.4
Cc1ccc(C(=O)NC(=S)Nc2ccccc2C(F)(F)F)cc1	9.7	-0.8	-9.1	47.9	0.2	0.3	-7.7	7.9	0.4
N#Cc1cccc(NC(=O)CSc2n[nH]c(=O)[nH]c2=O)c1	4.8	3.8	6.1	8.6	-1.2	9.5	-7.9	10.2	0.8
CSc1ncccc1C(=O)OCC(=O)Nc1ccc(S(=O)(=O)N2CCCC2)cc1	-3.5	-15.3	-16.7	15.9	0.8	7.3	-0.5	4.4	58.2*
CCCCOC(=O)c1cccc(NC(=O)CC)c1	4.2	-4.2	-7.1	4.2	-2.2	2.9	3.7	2.6	0.0
CCOCC(=O)Nc1ncc(S(=O)(=O)c2ccc([N+](=O)[O-])cc2)s1	1.8	14.4	-14.5	10.8	-2.2	3.3	0.1	-0.6	0.0
O=C1CSC(c2ccccn2)N1c1ccc(Cl)c(Cl)c1 (stereo not given)	2.0	-13.9	-0.8	-2.5	-4.1	40.3	-26.6	-4.2	2.3
COc1ccc(/C=C2\CCCC3C2=NN(C(=O)c2ccco2)C3c2ccc(OC)c(OC)c2)cc1OC (stereo not given)	-3.5	-6.8	0.2	0.6	1.1	-17.4	-25.4	6.2	2.4
Cc1cccc(NC(=S)NCc2cccn2C)c1	-2.1	11.8	-12.2	-12.4	3.3	-3.8	5.5	5.7	0.7
COc1ccc(CC(=O)O/N=C(\N)Cc2ccc(OC)c(OC)c2)cc1	10.5	-15.5	-2.6	-3.2	-7.4	2.5	-5.3	1.0	-1.3
CCN(C(=O)CSc1nc2cc(Cl)ccc2c(=O)n1Cc1ccco1)C1CCS(=O)(=O)C1 (stereo not given)	3.7	-25.8	-2.6	21.5	3.0	-6.4	6.4	3.9	-0.4
Cc1nnc(Nc2ccccn2)c2ccccc12	1.4	-8.6	-9.0	2.8	1.2	-9.1	8.2	12.6	-1.4

Random excerpt: four compounds from above.
SMILES	NPY Y1 blocker	S1P4 antag	p47phox inh	CHOP inhibitor	Ba/F3 V617F tox	NPY1 pot ag	NPY2 pot ag	BaF3 parental	S1P4 agonist
Cc1ccccc1-c1noc(C23CC4CC(CC(C4)C2)C3)n1	1.7	-8.6	2.5	-8.3	1.0	-19.6	-5.9	4.2	4.4
C=CCNC(=S)NNC(=O)c1ccc(OCC(C)C)cc1	-4.0	5.6	-12.7	42.4	-3.0	5.5	-3.1	1.8	3.1
CCC(=O)Nc1ccc2nc(C)n(Cc3ccccc3Cl)c(=O)c2c1	2.0	-3.9	-4.1	-4.3	-0.4	-19.6	-0.7	2.5	1.2
CCCCOC(=O)c1cccc(NC(=O)CC)c1	4.2	-4.2	-7.1	4.2	-2.2	2.9	3.7	2.6	0.0

For reference, part of the list above:
SMILES	NPY Y1 blocker	S1P4 antag	p47phox inh	CHOP inhibitor	Ba/F3 V617F tox	NPY1 pot ag	NPY2 pot ag	BaF3 parental	S1P4 agonist
Cc1ccc(NC(=O)COC(=O)c2cc(Cl)ccc2[N+](=O)[O-])cc1	5.9	-11.4	-1.0	31.5	-2.8	-6.6	6.2	-1.4	0.6
CCC(=O)Nc1ccc2nc(C)n(Cc3ccccc3Cl)c(=O)c2c1	2.0	-3.9	-4.1	-4.3	-0.4	-19.6	-0.7	2.5	1.2

Additional results follow.
SMILES	NPY Y1 blocker	S1P4 antag	p47phox inh	CHOP inhibitor	Ba/F3 V617F tox	NPY1 pot ag	NPY2 pot ag	BaF3 parental	S1P4 agonist
O=C(Nc1ncc([N+](=O)[O-])s1)C1CCN(S(=O)(=O)c2cnc[nH]2)CC1	-1.5	-18.1	-3.0	3.8	-1.6	11.5	3.0	5.4	0.6
CCOC(=O)N1CCC(NC(=O)c2cc(C(=O)Nc3ccc(S(=O)(=O)N4CCCCC4)cc3)ccc2CO)CC1	1.6	11.8	-2.8	11.1	-2.2	-13.5	-10.0	-0.3	-0.9
COc1ccc(-n2c(Cc3cccn3C)nnc2SCC(=O)Nc2cccc(F)c2)cc1	8.6	13.1	-4.6	39.0	-2.0	0.6	-5.0	2.7	-0.7
CSc1ncccc1-c1nc2ccccc2[nH]1	0.2	-16.7	-14.8	-5.3	-2.3	-1.6	-18.1	1.1	0.1
Cc1nc2c(c(C)nn2-c2ccccc2)c(C)c1Cl	8.1	-11.9	-5.6	22.7	-2.8	-27.7	-2.2	2.0	0.4
CC1CCN(C(=O)C2CCN(CCCc3ccccc3)CC2)CC1	1.9	-17.2	-17.5	34.3	-3.6	-8.8	-0.7	1.7	0.0
NC(=O)c1ccc(NC(=O)COC(=O)C(Cc2ccccc2)NC(=O)c2ccccc2)cc1 (stereo not given)	4.8	-10.4	-26.2	-5.1	-0.8	9.1	7.6	3.4	0.2
CCc1nc2cc(CC(=O)O)ccc2o1	3.9	-12.6	-3.2	33.3	-3.4	-7.5	4.8	2.1	-0.6
CCCC(C)c1nnc(NC(=O)C2CCCO2)s1 (stereo not given)	4.9	-0.2	-5.8	2.2	-0.5	-8.4	-7.1	2.2	1.5
O=C(c1cccc(S(=O)(=O)N2CCc3ccccc3C2)c1)N1CCN(c2ccccc2)CC1	19.8	-3.4	-0.2	23.9	2.5	-13.1	1.0	1.9	2.8
O=C(OCC(=O)c1c[nH]c2ccccc12)c1cc(Br)ccc1O	-5.5	-10.2	-21.6	-9.6	0.9	4.2	9.7	4.4	1.1
COc1ccc(CN(Cc2cccnc2)S(=O)(=O)c2ccc(-n3cnnn3)c(C)c2)cc1OC	-2.8	2.2	-4.7	-2.0	-0.9	-0.4	12.6	9.3	0.3
O=C(NCc1cccnc1)c1ccc(-c2cccc(Cl)c2Cl)o1	-0.9	-13.2	-3.8	20.6	-1.6	-2.7	-0.8	3.1	0.1
CCc1cc(C(c2cccc(OC)c2)N2CCOCC2)c(NC(=O)c2ccccc2)s1 (stereo not given)	2.1	-7.7	1.7	-13.7	-5.2	2.6	-5.5	1.8	-1.1
CN(C)CCNC(=O)/C(=C/c1ccc(-c2cccc([N+](=O)[O-])c2)o1)NC(=O)c1ccccc1	1.0	-8.0	-1.4	2.7	-0.9	4.9	8.9	5.6	-0.5
C#CCOCCOCCOCCNc1nc(N2CCN(C(=O)[C@H]([C@@H](C)CC)n3cc([C@@H](N)CO)nn3)CC2)nc(N2CCN(C(=O)[C@H](CCCCN)n3cc([C@@H](N)C(C)CC)nn3)CC2)n1 (stereo not given in full)	-1.4	7.5	3.6	0.4	-0.3	5.7	-4.5	-1.9	0.5
COCCOC(=O)c1c(C)oc2ccc(OC(=O)c3cccs3)cc12	4.6	0.5	-6.8	-4.3	-3.2	-22.0	4.1	1.2	1.3
CNS(=O)(=O)c1cccc2cccnc12	-3.8	-16.6	-9.8	24.0	-0.3	-15.3	-17.6	3.5	0.2
